Source: PubChem BioAssay
Pf Dd2 inh: blocks in vitro growth of P. falciparum Dd2; P. falciparum Dd2 growth, SYBR Green, 72 h; 120,000 compounds, 4.3% hits; Potency, µM (top dose mostly 28.9 µM), without a hit: top-dose activity, negative = inhibition, most hits filed as inhibitors; active means well fitted inhibition curve with a large enough effect; inconclusive means small, poorly fitted or top-dose-only effect; inactive means no such curve, though single readings can be large or run the other way;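 further: plate controls were DMSO vehicle for no effect and reference drug for full effect; nearly all actives have a fitted effect of over 65% in size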
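Infected erythrocytes (Dd2, 0.3% parasitemia, 2.5% hematocrit final) are added to compound in RPMI-1640/Albumax II medium, grown 72 h at 37C in low oxygen, then lysed with saponin/Triton-X containing SYBR Green and read by fluorescence.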
The depositor's hits bear a star; i = inactive; ? = inconclusive; & = joins results of further samples; [ ] = remark or other dose. Potency means the concentration at half of the fitted maximal effect. The list is partial; rates above refer to the full screens.

canonical_smiles,Pf Dd2 inh
Cn1c(=O)[nH]c(=O)c2c1nc(N1CCOCC1)n2Cc1ccccc1,116%[activator]
O=C(COc1ccc(F)cc1)N1CCC(Oc2ccc(-c3noc(C4CC4)n3)cc2)C1 (stereo not given),-1%[5.79 µM]
COc1cccc(C(=O)NCCc2csc(-c3ccc(Cl)cc3)n2)c1,16%
Cc1ccc(CN2CCC(CNC(=O)c3cnn(-c4ccccc4)c3C3CCN(C(=O)OC(C)(C)C)CC3)CC2)cc1,?
CC1(COCC2CC2)COc2ccc(C(=O)NCc3ccccc3)cc2N1 (stereo not given),-4%[44.1 µM]
CC(C)c1ccc(CN2CCCC3(CCN(c4ncccc4C(N)=O)C3)C2)cc1 (stereo not given),?
Cc1cc(C(=O)NCC(=O)N2CCCCCNC(=O)CC2c2ccccc2)nn1C (stereo not given),?
O=S(=O)(NCCS(=O)(=O)N1CCN(c2ccccc2F)CC1)c1ccc(Cl)cc1,63%[activator]
COCCC(=O)N1CCC2(CC1)C(=O)N(C)c1ccccc12,50%
Cc1cccc(NC(=O)C2CCCN(S(=O)(=O)c3ccc(Br)s3)C2)c1 (stereo not given),-25%
COc1ccc(N2CCN(C(CNC(=O)C(=O)NCc3ccc(F)cc3)c3cccnc3)CC2)cc1 (stereo not given),?
CCCc1nnc(C[C@@H]2C[C@@H](C(C)C)[C@H](CN3CC[C@H](NC(C)=O)C3)C=C2C)o1,5µM*
COc1cccc(C(=O)NCC2CCCN(C/C(C)=C/c3ccccc3)C2)c1OC (stereo not given),-11%
Cc1cccc(N2CCN(C(=O)c3c(C)oc4nc(C)nc(N5CCCC5)c34)CC2C)c1 (stereo not given),-24%
CCc1nncn1C1CCN(S(=O)(=O)c2cc(F)ccc2OC)C1 (stereo not given),7%
COc1cccc(-c2nc(S(=O)(=O)c3ccc(C)cc3)c(NCc3ccccc3)o2)c1,?
Cc1nnnn1-c1cccc(C(=O)N2CCCC(O)(CN(C)C)CC2)c1 (stereo not given),4%
O=C(NCc1ccccn1)C1Cn2cccc2C(=O)N1Cc1ccccc1 (stereo not given),-12%
Cc1cc(C)c(CNC(=O)c2cc(-c3ccccc3O)cc3c2OCCN3C(C)C)c(=O)[nH]1,?
Cc1cc(C)c(Cn2c3ccccc3c3cnn(CC(=O)NCc4ccccn4)c(=O)c32)c(C)c1,10µM*
CCOC(=O)c1cccnc1SCC(=O)Nc1ccc(C)cc1C,-1%
CN1CCCCCC(O)c2cc(C(=O)N3CCN(Cc4ccccc4)CC3)ccc21 (stereo not given),?
CCOc1ccc(C(=O)NC2CCN(c3cnn(CC4CC4)c(=O)c3)CC2)cc1,?
CN1CCCC2(CCN(C(=O)CCCOc3ccccc3)C2)C1=O (stereo not given),-9%
Cc1nn2c(C)c(C(=O)N3CCN(c4ccccc4)CC3)cnc2c1-c1ccccc1,i
CC(=O)c1cccc(NC(=O)O[C@H]2COCCN(c3nc4ccccc4o3)C2)c1,i
COc1cccc(C(=O)N2CCC(C(NC(=O)c3ccccc3)C(=O)NCc3ccco3)CC2)c1 (stereo not given),8.9µM*
CCCCN1C(=O)c2ccccc2C(C(=O)NCc2ccccn2)C12CCCCC2 (stereo not given),i
O=C(N1CCC(Cc2ccccc2)CC1)C1(c2ccc(Cl)cc2)CCOCC1,?
CN(C)CCCNC(=O)C1CC(=O)N(c2n[nH]c3cc(Br)ccc23)C1 (stereo not given),0%
Cc1cc2c(n1-c1ccc(C(=O)NCCc3ccc(Cl)cc3)cc1)CCCC2,?
Cc1nn2c(=O)cc(COC(=O)c3ccccc3NC(=O)c3cccs3)nc2s1,i
Cc1cnc(CCNC(=O)C2CCCC2)n1Cc1ccc(F)cc1,-8%
Cc1cccc2sc(N(Cc3cccnc3)C(=O)CCS(=O)(=O)c3ccccc3)nc12,?
O=C1CCN(Cc2ccncc2F)CCCC(c2nc(-c3cccnc3)no2)CCN1 (stereo not given),i
Cc1ccc(CC(=O)N2CCCN(c3cc(-c4ccccc4)[nH]n3)CC2)cc1,i
CN1CCN([C@H]2[C@@H]3OC[C@@H](O3)[C@@H](NC(=O)Nc3cccc(C(F)(F)F)c3)[C@@H]2O)CC1,-15%[44.1 µM]
Cc1ccc(NC(=O)NCc2cccn2Cc2ccccc2)cc1F,?
COc1ccc(-c2noc(N3CCC(C(=O)Nc4ccc(OC)c(OC)c4)CC3)n2)cc1,21%
Cc1ccc(C)c(-c2nnc(NC(=O)c3ccc4c(c3)OCCO4)o2)c1,50%
CC(=O)N[C@H]1C[C@@H](Cc2cc(CC(C)C)on2)C1(C)C,-11%[44.1 µM]
C=CCNC(=O)c1cn2c(n1)CN([S+](C)(=O)[O-])CC2,51%[activator][44.1 µM]
Cc1cc(F)ccc1NC(=O)CN1C(=O)NC2(CCC(C(C)(C)C)CC2)C1=O (stereo not given),-22%
O=S(=O)(NCCc1csc(-c2cccc(F)c2)n1)c1cc(F)ccc1F,i
C#C[C@H]1CN2CC[C@H]1C[C@@H]2COC(=O)Nc1cc(OC)cc(OC)c1,?
CC(=O)N1CCOc2ccc(CCC(=O)NC(C)Cn3ccc(C)n3)cc2C1 (stereo not given),5%
COc1ccc(-n2nc3n(c2=O)CCN(C(=O)c2ccc(C)cc2)C3)cc1,7%
O=C(CCc1cccs1)N1CCCC(CO)(CC2CC2)C1 (stereo not given),-11%
COc1ccc(CNc2nc(-c3ccco3)nn2C(=O)c2ccccc2Cl)cc1,i[5.79 µM]
CCCNC(=O)c1c(NC(=O)c2ccc(C)cc2)sc2c1CCCCC2,-2%

Remaining list, next part
canonical_smiles,Pf Dd2 inh
Cc1cccc(OCC2(CNC(=O)NC(C)C)C[C@@H](O)[C@@H](O)C2)n1 (stereo not given in full),29%[44.1 µM]
CCc1nc2c(=O)n(CC(=O)N3CCC(Cc4ccccc4)CC3)nc(C)c2s1,i
CC1CCN(CC2CCCN(C(=O)Nc3ccccc3F)CC2)CC1 (stereo not given),?
COc1ccc(-c2cc(C[C@H]3CNCC[C@H]3CC(=O)NCc3ccc(OC)c(OC)c3)no2)cc1,i
CC(C)CNc1ncnc2onc(-c3ccc(Cl)cc3)c12,?
Cc1ccc(C(NC(=O)Cc2cccs2)C(=O)Nc2ccc(C(C)C)cc2)cc1 (stereo not given),13%
Cn1ccnc1C(=O)NC1CCc2nnc(C3CC3)n2CC1 (stereo not given),i
COC(=O)N1CCCc2nc(C)nc(-c3ccc(O)cc3)c2C1,14%[44.1 µM]
COCCN1C(=O)CCc2cc(NC(=O)CC(C)C)ccc21,-4%
CC(=O)N1CC2(CCCN2Cc2cccnc2)Cc2ccccc21 (stereo not given),-29%
O=C1N(Cc2ccccn2)C[C@H]2CN(C3CCC3)CCN12,-9%[44.1 µM]
Cc1ccc2nc(C3CCN(Cc4cccc(Cl)c4)CC3)[nH]c(=O)c2c1,1%&25%
CCC1CN(C(=O)N2CCC(C(=O)O)CC2)c2cc(C)ccc2O1 (stereo not given),-12%
O=C(O)CCCC(=O)N1CCN2C(=O)c3cc(Br)ccc3NC(=O)[C@H]2C1,-3%[44.1 µM]
N#Cc1ccc(CN2CCCCCNC(=O)[C@@H]3CCC[C@@H]32)cc1,-20%
CCCCOC(=O)CSc1nnc(-c2ccccc2)o1,124%[activator]
Cc1cccc(-c2noc(CN(C(=O)c3ccccc3Cl)C(C)C)n2)c1,?
CCn1c2ccccc2c2nnc(SCCN3CCCCC3)nc21,?
COCCNC(=O)[C@H]1C[C@H](Oc2ccccc2)CN1Cc1cccc(C)c1,?
Nc1nc(SCC(=O)Nc2cccc(C(F)(F)F)c2)n[nH]1,3%
Cc1oc2ncn(CC(C)C)c(=O)c2c1C(=O)Nc1cccc(C(F)(F)F)c1,59%[activator]
COCCNC(=O)C(NC(=O)c1ccccc1Cl)C1CCN(C(=O)C2CCCC2)CC1 (stereo not given),-16%
CN1CCN(c2ccc3ncc(Nc4ccccc4F)n3n2)CC1,-1%[44.1 µM]
O=C(CSCc1cnn(-c2ccccc2)c1-n1cccc1)NCc1ccc(Cl)cc1,i
O=C(NCc1ccco1)N1CCCC2(C1)Nc1cccnc1NC2=NCc1ccccc1 (stereo not given),22%[5.79 µM]
N#Cc1cccc(-c2ccnc(N[C@H]3CO[C@H]4[C@@H]3OC[C@@H]4NC(=O)c3ccc(C(F)(F)F)cc3)n2)c1,i
O=C(Nc1cccnc1)c1nc2c(o1)CCN(Cc1ccc(F)cc1F)CC2,i
COCCOc1ccc(-c2ccnc(OC)c2C#N)cc1,-24%
CCOc1ccc(NC(=O)CN2CCCN(Cc3cc(C)ccc3C)S2(=O)=O)cc1,i
CS(=O)(=O)N[C@H]1CCN2C(=O)c3cc(Br)ccc3NC(=O)[C@@H]2C1,23%[44.1 µM]

Gathered by group, those above containing a COOH group
canonical_smiles,Pf Dd2 inh
CCC1CN(C(=O)N2CCC(C(=O)O)CC2)c2cc(C)ccc2O1 (stereo not given),-12%
O=C(O)CCCC(=O)N1CCN2C(=O)c3cc(Br)ccc3NC(=O)[C@H]2C1,-3%[44.1 µM]

More records
canonical_smiles,Pf Dd2 inh
CNC(=O)C1(N2CCC[C@H]2C(=O)NC2CCOCC2)CCOCC1,0%[44.1 µM]
Cc1cnc(C(=O)N[C@@H]2CCC[C@@H]2C(=O)NCc2cccc(F)c2)cn1,-1%
COC(=O)[C@@H]1Cc2ncn(C)c2CN1S(=O)(=O)c1ccc(C#N)cc1,-3%[44.1 µM]
O=C(c1ccc(F)cc1)N1CCn2c(nn(-c3ccc(F)cc3)c2=O)C1,9%
COc1ccc(NC(=O)Cn2c(=O)n(CCc3ccccc3)c(=O)c3sc4ccccc4c32)cc1,i
CCc1noc(-c2ccn3c(CNC(=O)CCc4ccc(OC)cc4)nnc3c2)n1,-20%
Cc1ccc(C2NC(=O)N(CC(=O)NC3CCCCC3)C3=C2C(=O)OC3)cc1 (stereo not given),i
CC(C)OCCCNC(=O)c1cc2cn(C(C)C)cc2s1,?
Cc1nnc(N2CCN(c3cccc(C(F)(F)F)c3)CC2)c2c1nnn2Cc1ccccc1,?
C=CCNC(=O)N[C@H]1CO[C@H]2[C@@H]1OC[C@@H]2Nc1nccc(-c2ccccc2OC)n1,-11%[44.1 µM]

5 entries from above, sorted by formula weight, descending.
canonical_smiles,Pf Dd2 inh
CN1CCCCCC(O)c2cc(C(=O)N3CCN(Cc4ccccc4)CC3)ccc21 (stereo not given),?
O=C(N1CCC(Cc2ccccc2)CC1)C1(c2ccc(Cl)cc2)CCOCC1,?
CCOc1ccc(C(=O)NC2CCN(c3cnn(CC4CC4)c(=O)c3)CC2)cc1,?
CCCCOC(=O)CSc1nnc(-c2ccccc2)o1,124%[activator]
O=C1N(Cc2ccccn2)C[C@H]2CN(C3CCC3)CCN12,-9%[44.1 µM]

Continued:
canonical_smiles,Pf Dd2 inh
N#C/C(=C\c1ccc(-c2ccc(Cl)c(C(=O)O)c2)o1)c1nc2ccccc2[nH]1,13%
COC(=O)c1cc2sccc2n1Cc1ccccc1,31%
Cc1cccc(-n2c(=O)c3c(c4cc(C)ccc4n3C)n(CC(=O)Nc3ccc(C)cc3C)c2=O)c1,14%
CCc1ccccc1-n1c(SCC(=O)Nc2ccc(C)cc2)nc2n[nH]c(C)c2c1=N,?
O=C(NC1CC1)c1ccc2cncn2c1,?
NC(=O)[C@H](Cc1ccccc1)NCc1cc(=O)c2cc(F)ccc2[nH]1,-10%
CCCNC(=O)C1CCC(Cn2c(=O)c3sccc3n(Cc3cccc(OC)c3)c2=O)CC1 (stereo not given),?
COc1cccc(NC(=O)N(Cc2cn(C)c3ccccc23)C2CCCCC2)c1,2.8µM*
O=C(O)C1(Oc2ccc(Cl)cc2)CCN(c2cnccn2)CC1,20%
Cc1ccc(NC(=O)CSc2nc3ncccc3[nH]2)cc1F,9%
CCNC(=O)CCc1c(C)nn(-c2ccccc2)c1Oc1ccc(F)cc1F,-4%
CC(C)(C)C(=O)N1CCN(c2nc3ncccc3o2)CC1,-11%[44.1 µM]
CCN1CCN(CCCNC(=O)c2cnn(-c3ccc(OC)cc3)c2C2CCN(C(=O)OC(C)(C)C)CC2)CC1,-25%
O=C(NCCOc1ccccc1Cl)C1CCC(=O)N(C2CCCC2)C1 (stereo not given),-9%
OC[C@@H]1O[C@H](CNC2CCOCC2)[C@H](N2CCN(c3ncccn3)CC2)[C@@H]1O,39%[activator]
Cc1ccc(NC(=O)C2CCCN(S(=O)(=O)c3ccc4[nH]c(=O)ccc4c3)C2)cc1C (stereo not given),-13%
O=c1c2cccnc2n(Cc2cccc(F)c2)c(=O)n1Cc1ccc(F)cc1,33%[activator]
CCc1cccc2c(C(CC(=O)NCC(C)C)c3ccc(OC)c(OC)c3)c[nH]c12 (stereo not given),-22%
Cc1ccc(NC2CCCN(C(=O)CN3CC(=O)NC3=O)C2)cc1C (stereo not given),9%
Cc1nc2cccnc2n1CC1CCCN(C(=O)Nc2ccccc2C(F)(F)F)C1 (stereo not given),-23%
CCn1cnnc1CCNC(=O)c1cc(-c2ccc(C)cc2)nc2ccccc12,-11%
O=C(NCc1ccc2nonc2c1)[C@@]12CNC[C@@H]1CN(C1CCCC1)C2,7.9µM*
COc1cccc(CNC(=O)[C@@H]2C[C@@H](O)CN2C2CCN(C(=O)Cc3ccc(C)cc3)CC2)c1,?
